hcGAS inh: Primary biochemical luminescence assay for human cyclic GMP-AMP synthase inhibitors | Q8N884 | 290,000 compounds, 0.081% hits | recombinant h-cGAS, ATP depletion, Kinase-Glo luminescence | AID 1259398, 2018 | inhibition, % at 12.5 µM;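 further: 0% = vehicle reaction and 100% = reaction without DNA for no activity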
Target sequence (Q8N884 whole entry, looked up): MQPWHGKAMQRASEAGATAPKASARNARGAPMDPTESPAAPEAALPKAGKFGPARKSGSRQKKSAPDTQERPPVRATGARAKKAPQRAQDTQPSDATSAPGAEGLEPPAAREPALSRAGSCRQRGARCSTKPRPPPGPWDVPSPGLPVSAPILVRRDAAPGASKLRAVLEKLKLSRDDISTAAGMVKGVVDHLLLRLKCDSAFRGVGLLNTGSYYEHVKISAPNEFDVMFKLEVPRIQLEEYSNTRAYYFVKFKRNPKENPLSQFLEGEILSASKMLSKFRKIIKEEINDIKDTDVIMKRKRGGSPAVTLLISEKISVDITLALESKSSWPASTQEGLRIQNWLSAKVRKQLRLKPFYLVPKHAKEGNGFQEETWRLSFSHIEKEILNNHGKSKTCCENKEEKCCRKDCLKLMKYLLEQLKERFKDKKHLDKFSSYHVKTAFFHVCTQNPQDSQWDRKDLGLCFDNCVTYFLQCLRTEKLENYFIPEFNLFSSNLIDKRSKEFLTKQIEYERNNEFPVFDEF
mcGAS inh: cyclic GMP-AMP synthase inhibitors, mouse, primary biochemical chemiluminescence; 160,000 compounds, 0.15% hits; recombinant cGAS, Kinase-Glo ATP depletion luminescence; inhibition, % at 12.5 µM; Q8C6L5;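 further: 0% = negative control wells and 100% = reference inhibitor with no enzyme activity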
NPYLR7 ag: agonists of mosquito NPYLR7 receptor, primary screen, cell-based, Aedes aegypti, calcium fluorescence, mosquito biting behavior; activation, % at 10 µM; AID 1259423, 2018; 270,000 compounds, 0.15% hits; Aedes aegypti neuropeptide Y-like receptor 7 (NPYLR7); HEK293T NPYLR7/Galpha15, GCaMP6s calcium fluorescence; in the data active means activation above about 40%;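 further: 0% = vehicle and 100% = reference agonist at the receptor; some compounds past the cut are filed as inactive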
The depositor's hits bear a star; · = not tested or not shown; & = joins results of further samples. Unless noted, no stated cut-off is given here; in the data, active means inhibition above about 40%; inactive means the rest.

SMILES	hcGAS inh	mcGAS inh	NPYLR7 ag
CC(C(=O)NCCN1CCOCC1)C1CCN(S(=O)(=O)c2cccs2)CC1 (stereo unspecified)	-0.9	-2.9	·
COc1cccc(C(=O)NC(C(=O)N2CCCCC2)C2CCN(C(=O)C3CCCC3)CC2)c1 (stereo unspecified)	-2.5	-5.4	5.9
O=C(CSc1ccc2nc(-c3ccccc3)cn2n1)N1CCCc2ccccc21	-4.9	·	5.6
Nc1nc2[nH]c(=O)c(=O)[nH]c2c(=O)[nH]1	-3.9	·	-3.3
Cc1ccc(SCCNc2nccc(-c3cn(C)nc3C)n2)cc1	-4.2	-10.2	·
CCC(c1ccc(F)cc1F)N1CCN(CCC(=O)NC)CC1 (stereo unspecified)	-9.5	·	2.7
Cn1c(SCc2nc3ccccc3c(=O)[nH]2)nc2ccccc2c1=O	-6.2	·	0.3
O=C(CN1C(=O)C2C3C=CC(C3)C2C1=O)N1CCCCCC1 (stereo unspecified)	2.8	-4.3	7.7
Cn1c(C(=O)NCC#N)ccc1-c1ccccc1Br	-4.1	·	-1.4
CCCCC(CC)C(=O)NCCNC(=O)c1ncccc1O (stereo unspecified)	2.0	·	1.9
COc1ccc(/C=C2/C(=N)N3N=C(c4ccccc4)SC3=NC2=O)cc1	0.4	·	0.2
Cc1noc(C)c1C(=O)N1CSCC1C(=O)N1CCSCC1 (stereo unspecified)	3.6	·	0.2
O=C(CSc1ccc2nnc(CCNC(=O)c3ccccc3)n2n1)NCCc1ccccc1	-0.4	-5.0	1.4
CC(=O)N1CCc2c(sc(NC(=O)C(C)C)c2-c2nc3ccccc3s2)C1	0.5	·	2.1
O=C(CCN1Cc2ccccc2C1)N1CCOC2(CNCCOC2)C1 (stereo unspecified)	-7.4	-13.6	0.1
CN1CCC(N(C)CC(=O)N2CCC(Cc3cccc(C(N)=O)c3)C2)CC1 (stereo unspecified)	-3.4	-11.5	0.7
O=C(NC1CCN(Cc2cc(F)cc(F)c2)CC1)C1CC2(CCNCC2)CN1 (stereo unspecified)	-5.3	·	8.7
CCN1CCN(C(=O)Cn2c(=O)n(-c3ccc(OC)cc3)c(=O)c3ccccc32)CC1	-4.4	-5.4	32.3
CC(NCc1cc(=O)n2cc(Br)ccc2n1)c1cc(F)c(Cl)cc1Cl (stereo unspecified)	-8.2	-3.2	16.0
C#Cc1cccc(NC(=O)CNC(=O)NC2CCSc3c(F)cccc32)c1 (stereo unspecified)	-5.3	-9.9	-0.2
O=c1oc2ccc3ccccc3c2cc1-c1csc(Nc2cc(C(F)(F)F)ccc2Cl)n1	-0.2	1.1	-4.5
COCCn1cc(NC(=O)Nc2cccc(C(C)=O)c2)c2ccccc21	-10.5	·	12.9
O=C(Nc1sc2c(c1C(=O)NC1CCCCC1)CCCC2)c1ccccc1	-10.2	6.8	-2.1
Cc1ccc(C)c(Cc2c(C)nc(-c3ccccc3)nc2N2CCN(C(=O)COCc3ccccc3)CC2)c1	-7.6	-7.6	·
CC(C)CN1C(=O)N(C)C2(CCN(CC(C)Cc3ccc4c(c3)OCO4)CC2)C1=O (stereo unspecified)	-3.2	-15.0	6.4
Going on with the list.
SMILES	hcGAS inh	mcGAS inh	NPYLR7 ag
COc1ccc(N2CCN(C(=O)C3CCCN(c4nc(Cc5ccc(F)cc5)ns4)C3)CC2)cc1 (stereo unspecified)	-5.6	-5.6	-4.1
Cc1cc(S(=O)(=O)C(CNC(=O)CC(C)(C)C)c2cccs2)ccc1F (stereo unspecified)	-6.6	-7.9	5.1
CCCc1nn(-c2ccc(C)cc2)c(OC(C)=O)c1-c1ccc(NC(=O)c2cccs2)cc1	4.3	-1.7	-2.1
Cc1nc(-n2nc(C3CC3)cc2NC(=O)c2ccc(F)cc2F)[nH]c(=O)c1C	-4.4	·	3.5
CCCCN1CC(c2nc3ccccc3n2CCOc2ccc(C)cc2)CC1=O (stereo unspecified)	-8.1	·	-6.1
CN(CC(=O)Nc1ccccc1Br)C(=O)c1ccco1	-4.5	·	-6.9
COc1ccc(F)c(CNC(=O)C(C)(C)NC(=O)c2cccs2)c1F	-4.9	·	9.8
CCn1nc(C)c(NC(=O)CN2CCC2c2cccc(OC)c2)c1C (stereo unspecified)	-1.8	·	11.4
CC(C)c1nc(C2(S(=O)(=O)c3ccccc3)CC2)n(-c2ccccn2)n1	-6.9	-10.9	·
Cc1ccccc1NC(=O)N1CCC2(CC1)SCCN2C(=O)c1ccc([N+](=O)[O-])cc1	-8.5	-5.9	-5.0
COc1ccccc1NS(=O)(=O)c1ccc(Br)cc1	-1.8	·	-5.5
CCN(CC)c1cc(C(C)(C)C)nc(SCc2cccc(C(=O)N3CCN(C)CC3)c2)n1	-3.0	-4.3	3.7
CC1=NN(CCN2CCCCC2)c2nc3c(c(=O)n(Cc4ccccc4)c(=O)n3C)n2C1	-13.5	-8.9	22.9
Cc1ccccc1-c1csc2nc(CN(Cc3ccco3)CC(O)COC(C)(C)C)[nH]c(=O)c12 (stereo unspecified)	-9.5	-3.3	14.7
CC(=O)c1cccc(N=Nc2c(-c3ccccc3)[nH]n(-c3ccc([N+](=O)[O-])cc3)c2=O)c1	-4.4	-5.2	-1.7
Cc1cccc(CSc2nc3cc(S(=O)(=O)N4CCCC4)ccc3n2C(C)C)c1F	-11.0	-6.3	8.7
Cc1ccc(C(=O)NCCc2nnc3ccc(SCC(=O)Nc4ccccc4)nn23)cc1	1.0	-1.1	-26.3
O=S(=O)(Nc1nccnc1N1CCN(S(=O)(=O)c2ccc3c(c2)OCCO3)CC1)c1ccc(C(F)(F)F)cc1	-3.4	-2.2	8.4
Cc1c(-n2cnc3ccsc3c2=O)c(=O)[nH]c2ccccc12	-12.3	-12.5	0.6
CN1CCCCC1CCC(=O)N(Cc1ccc2[nH]ccc2c1)C1CC1 (stereo unspecified)	-3.6	-9.9	16.8
O=C(NCC1CC1)C1CSCN1C(=O)c1cc(F)c(Cl)cc1Cl (stereo unspecified)	-6.0	-9.2	1.0
Cc1cc(C(=O)NCCN2CCCC(C)C2)c(C)s1 (stereo unspecified)	-18.4	-7.9	-0.9
CCCCn1c(=O)c2c(nc3n(Cc4ccco4)c(C)cn23)n(C)c1=O	-11.5	-2.5	0.9
CCOC(=O)c1sc(NC(=O)CCl)c(C(=O)OCC)c1C	-8.3	-6.0	-2.8
COCCN(Cc1c(-c2ccccc2)nn(C)c1Oc1ccccc1Cl)CC(O)Cc1ccccc1 (stereo unspecified)	-5.8	-3.5	6.0

Arranged by formula weight (high to low): some entries from above.
SMILES	hcGAS inh	mcGAS inh	NPYLR7 ag
O=S(=O)(Nc1nccnc1N1CCN(S(=O)(=O)c2ccc3c(c2)OCCO3)CC1)c1ccc(C(F)(F)F)cc1	-3.4	-2.2	8.4
COCCN(Cc1c(-c2ccccc2)nn(C)c1Oc1ccccc1Cl)CC(O)Cc1ccccc1 (stereo unspecified)	-5.8	-3.5	6.0
CCCc1nn(-c2ccc(C)cc2)c(OC(C)=O)c1-c1ccc(NC(=O)c2cccs2)cc1	4.3	-1.7	-2.1
COc1cccc(C(=O)NC(C(=O)N2CCCCC2)C2CCN(C(=O)C3CCCC3)CC2)c1 (stereo unspecified)	-2.5	-5.4	5.9
CC1=NN(CCN2CCCCC2)c2nc3c(c(=O)n(Cc4ccccc4)c(=O)n3C)n2C1	-13.5	-8.9	22.9
CC(C(=O)NCCN1CCOCC1)C1CCN(S(=O)(=O)c2cccs2)CC1 (stereo unspecified)	-0.9	-2.9	·
O=C(CSc1ccc2nc(-c3ccccc3)cn2n1)N1CCCc2ccccc21	-4.9	·	5.6
CC(=O)N1CCc2c(sc(NC(=O)C(C)C)c2-c2nc3ccccc3s2)C1	0.5	·	2.1
O=C(NC1CCN(Cc2cc(F)cc(F)c2)CC1)C1CC2(CCNCC2)CN1 (stereo unspecified)	-5.3	·	8.7
O=C(Nc1sc2c(c1C(=O)NC1CCCCC1)CCCC2)c1ccccc1	-10.2	6.8	-2.1
CN1CCC(N(C)CC(=O)N2CCC(Cc3cccc(C(N)=O)c3)C2)CC1 (stereo unspecified)	-3.4	-11.5	0.7
COc1ccc(/C=C2/C(=N)N3N=C(c4ccccc4)SC3=NC2=O)cc1	0.4	·	0.2
Cn1c(SCc2nc3ccccc3c(=O)[nH]2)nc2ccccc2c1=O	-6.2	·	0.3
Cc1noc(C)c1C(=O)N1CSCC1C(=O)N1CCSCC1 (stereo unspecified)	3.6	·	0.2
CN1CCCCC1CCC(=O)N(Cc1ccc2[nH]ccc2c1)C1CC1 (stereo unspecified)	-3.6	-9.9	16.8
CN(CC(=O)Nc1ccccc1Br)C(=O)c1ccco1	-4.5	·	-6.9
CCOC(=O)c1sc(NC(=O)CCl)c(C(=O)OCC)c1C	-8.3	-6.0	-2.8
Cc1c(-n2cnc3ccsc3c2=O)c(=O)[nH]c2ccccc12	-12.3	-12.5	0.6
CCCCC(CC)C(=O)NCCNC(=O)c1ncccc1O (stereo unspecified)	2.0	·	1.9
Cc1cc(C(=O)NCCN2CCCC(C)C2)c(C)s1 (stereo unspecified)	-18.4	-7.9	-0.9

The results go on.
SMILES	hcGAS inh	mcGAS inh	NPYLR7 ag
COc1cc(C=C2N=C(c3cc(OC)c(OC)c(OC)c3)OC2=O)c([N+](=O)[O-])cc1OC	-2.7	·	0.5
CCN1CCN(C(C)CNc2nccc(C(F)(F)F)n2)CC1 (stereo unspecified)	6.0	·	-16.7
CCc1nc2ccc(C(=O)Nc3ccc(Cl)c(Cl)c3)cn2c1N(C)CCCc1ccccc1	-6.6	-3.7	21.5
COc1cccc(C(=O)NC(C(=O)N2CCOCC2)C2CCN(C(=O)C3CCCC3)CC2)c1 (stereo unspecified)	-3.4	-7.1	1.9
O=C(NCc1cccnc1-n1cnc2ccccc21)C1(Cn2ccnc2)CC1	-2.0	-18.8	·
Clc1ccc2c(N3CCCNCC3)ccnc2c1	-2.7	-17.5	2.5
NC(=O)C1CCN(C(=O)c2occc2COc2ccccc2)CC1	-0.4	-4.5	4.0
Cc1[nH]c2c(C)ccc(C)c2c1CC(=O)N1CC[C@H](CO)[C@H](O)C1	-3.7&13.4	·	1.1&1.1
CC(C)Cn1nc(C(=O)O)c2c1CCN(C(=O)c1ccc3c(c1)OCCN3C)C2	-5.4	·	-7.5
O=C(CSc1ccc2nnc(CCNS(=O)(=O)c3ccccc3)n2n1)Nc1ccc(F)cc1	-5.6	-6.4	31.8
CCOc1cccc(N2CCN(C(=O)c3ccccc3C)C(C)C2=O)c1 (stereo unspecified)	-7.5	-6.7	23.2
CCCCCn1c(N2CCNCC2)nc2c1c(=O)[nH]c(=O)n2C	-3.7	-8.3	-0.6
Cc1[nH]ccc1C(=O)N1C[C@H](CO)C[C@H](CN2CCOCC2)C1	-13.2	-5.5	·
CCOC(=O)c1cc2n(c1N(C(C)=O)C(C)=O)-c1ccccc1C2=O	-13.7	·	6.7
Cc1cccc(Nc2nc3nonc3nc2NC(C)C)c1C	-0.8	-0.7	1.8
O=C(c1cnc(-c2ccncc2)nc1)N1CCCC2(CCNCC2)CC1	-3.9	·	11.4
COc1ccc2c(c1)C1(SCCN1C(=O)Nc1ccc(C)c(C)c1)C(=O)N2Cc1ccc(F)c(F)c1 (stereo unspecified)	-0.1	-5.8	12.1
COc1cccc(CSc2nnc(C(C)NC(=O)NC3CCCCC3)n2-c2cc(Cl)ccc2C)c1 (stereo unspecified)	-10.6	-5.4	·
CCN(CC)CCn1c(C)c(C)n2c3c(=O)n(CCc4ccccc4)c(=O)n(C)c3nc12	0.6	-3.0	1.7
CC(C)CN1CCC(NCc2ccc(F)c(-c3cccs3)c2)CC1	-8.3	·	1.2
CO/N=C(/C(=O)N[C@@H]1C[C@@H]2C[C@H]([C@H]1C)C2(C)C)c1csc(NC=O)n1	-5.1	-5.5	-2.6
CCc1ccc(C(=O)COC(=O)c2ccc3c(c2)NC(=O)CO3)cc1	-4.9	·	4.4
CC(CCc1ccccc1)NC(=O)CC(c1cccc(C(F)(F)F)c1)c1cn(C)c2ccccc12 (stereo unspecified)	-8.0	-5.3	-4.8
CCCN(C(=O)C(c1ccccc1)c1ccccc1)C(CC)c1nc2ccccc2c(=O)n1-c1ccc(OC)cc1 (stereo unspecified)	-6.4	-5.2	16.7
Cc1ccc(N2CN(C(=O)CNCC(C)C)CC2=O)cc1	-3.0	·	13.6
CCCc1nn(-c2ccc(OC)cc2)c(CC)c1C(=O)NCC1CCCO1 (stereo unspecified)	-2.3	34.6	-21.3
Cc1cccc(NC(=O)CSc2nc3nc(C)cc(C)c3c(=O)[nH]2)c1	-4.0	-6.2	-6.4
O=C(c1ccc(-c2ccc[nH]2)nc1)N1CCC(Oc2cccnc2)CC1	-5.8	·	-8.5
CC=CCn1c(=O)c2c(nc3n2CC(C)=NN3CCOCC)n(C)c1=O	-7.6	-10.6	7.1
COc1cccc(C(C2Sc3ncnn3C2=O)N2CCCCC2)c1 (stereo unspecified)	-6.7	-8.3	2.2

Shown with each value named: part of the list above.
CC(=O)c1cccc(N=Nc2c(-c3ccccc3)[nH]n(-c3ccc([N+](=O)[O-])cc3)c2=O)c1
- hcGAS inh: -4.4
- mcGAS inh: -5.2
- NPYLR7 ag: -1.7

Cc1cccc(CSc2nc3cc(S(=O)(=O)N4CCCC4)ccc3n2C(C)C)c1F
- hcGAS inh: -11.0
- mcGAS inh: -6.3
- NPYLR7 ag: 8.7
